# NCI-60 one-dose screen, 48 h, at 10 µM unless noted. Numbers give growth in % (100 = growth as untreated, 0 = no growth, -100 = all killed).
# BT-549 – BT-549 breast cancer. AID 1794793. actives 4.4% (n = 78,000)
# MCF7 – MCF7 breast cancer. actives 6.3% (n = 82,000)
# LOX IMVI – LOX IMVI melanoma. actives 7.4% (n = 79,000). AID 1794757
# MDA-MB-231 – MDA-MB-231 breast cancer; actives 5% (n = 81,000); AID 1794789
# HS 578T – HS 578T breast cancer | AID 1794788 | actives 4.1% (n = 78,000)
# SK-MEL-2 – SK-MEL-2 melanoma; actives 4.7% (n = 77,000)
# T-47D – T-47D breast cancer; actives 5% (n = 79,000)
# MALME-3M – MALME-3M melanoma; actives 5.8% (n = 78,000); AID 1794766
# * = called active by the depositor; · = not tested or not shown; & = joins results of further samples. The calls were made as follows: active = growth percent below 10; inactive = the rest.
SMILES,BT-549,MCF7,LOX IMVI,MDA-MB-231,HS 578T,SK-MEL-2,T-47D,MALME-3M
CC(=O)Oc1ccc(Cl)cc1CN(C(C)=O)C1CCCCC1,107.4,97.6,114.5,105.4,104.1,112.0,104.0,110.8
C=C(C)[C@@H]1CC[C@]2(/C=N/Nc3ccncc3)CC[C@]3(C)[C@H](CC[C@@H]4[C@@]5(C)CCCNC(C)(C)[C@@H]5CC[C@]43C)[C@@H]12,77.2,63.2,·,101.3,83.2,109.8,64.5,80.3
Nc1nccc(-c2c[nH]c3cc(Br)c(Br)cc23)n1,82.9,72.5,99.8,89.5,91.2,92.7,90.9,131.1
OC(Cc1ccc2ccccc2n1)C(Cl)(Cl)Cl (stereo unspecified),91.0,91.6,100.4,95.1,106.7,88.2,79.4,102.2
CN(C)c1ccc(/C=C\C2=[N+](C)c3ccccc3C2(C)C)cc1,-4.1*,3.9*,16.1,23.0,9.8*,-3.9*,0.6*,20.8
Cc1nc(C(F)(F)C(F)(F)F)c(F)c(=O)[nH]1,106.9,96.0,96.4,111.9,100.7,92.8,·,103.9
COc1ccc(C2=Nc3c/c(=C\c4c(O)[nH]c5cc(Cl)ccc45)ccc3=N2)cc1,77.5,36.2,90.6,69.2,81.7,54.4,71.7,72.6
S=C(Nc1cccc2ccccc12)Nc1cccc2ccccc12,90.5&102.2,103.7&93.6,98.0,103.4&85.7,116.7&94.4,119.5&97.5,96.8&95.2,91.3
C=C1C(=O)O[C@H]2[C@H]1CCC(/C=N/c1ncc(Br)cc1N)=C\CC[C@@]1(C)O[C@@H]21,1.4*,-3.7*,-75.3*,-15.5*,32.4,46.6,5.6*,-9.2*
NS(=O)(=O)c1cnccc1Sc1ccncc1S(N)(=O)=O,96.4,88.9,101.4,110.8,94.5,118.9,57.0,91.1
CCN(CC)c1ccc(C(O)C2=CC(=O)c3ccccc3C2=O)cc1 (stereo unspecified),23.6,9.5*,-51.8*,-51.0*,-10.6*,-27.9*,-60.6*,-11.3*
Clc1nc(Cl)c(C2CC(c3ccccc3)=NN2c2ccccc2)s1 (stereo unspecified),·,92.6,100.7,91.6,114.3,105.6,113.0,111.8
O=S(=O)(c1ccccc1)n1ccc2c1-c1oncc1CC2,99.0,100.5,94.9,91.8,95.1,109.1,·,95.1
C[C@H]1[C@H]2[C@H]3CC[C@@H]4[C@@]5(C)C/C(=C/c6ccco6)C(=O)C(C)(C)[C@@H]5CC[C@@]4(C)[C@]3(C)CC[C@]23CO[C@]1(C)[C@@H](C(=O)/C=C\c1ccco1)C3,110.6,88.8,93.6,94.9,94.0,65.6,80.3,23.5
COc1ccc(/C(=C\c2cc(OC)c(OC)c(OC)c2)C(=O)N2CCCCC2)cc1,94.4,95.5,65.1,96.7,106.7,·,77.9,108.7
O=S(=O)(NCCCNc1nccc(-c2c(-c3cccc(O)c3)nc3occn23)n1)c1ccc(Br)cc1,104.6,98.8,46.8,64.3,91.6,54.3,83.2,11.5
COC(=O)c1cccnc1Nc1ccc(N2C(=O)c3ccccc3C2=O)cc1,103.2,91.7,89.7,99.7,105.9,106.1,95.0,110.8
O=C(O)c1cn(-c2ccccc2)nc1-c1ccc(O)cc1,99.3,88.7,91.7,95.7,94.2,102.5,101.2,105.2
O=c1[nH]cc(/C=N\Nc2ccccc2)c(=O)[nH]1,82.5,56.1,45.8,63.9,81.7,46.1,42.4,84.4
O=C(Nc1ncnc2nc[nH]c12)c1ccco1,102.4,81.6,100.7,111.3,93.8,111.3,101.7,110.0
O=C(Nc1nc(-c2ccc(Cl)cc2)cc(-c2ccc(Cl)cc2)n1)c1ccncc1,100.7,80.1,90.5,86.5,96.9,99.9,81.3,95.7
CC1CN(CCNC(=O)n2cc(-c3ccncc3)c(-c3ccc(Cl)c(O)c3)n2)CC(C)O1 (stereo unspecified),101.8,99.9,97.2,91.6,103.3,101.6,131.8,·
CCCc1ccc(OC)cc1,112.9,106.1,102.0,109.9,90.3,·,104.7,108.3
CCOc1nc(-c2ccccc2)cc2c(O)c(C(=O)N/N=C/c3ccc(Cl)cc3)[nH]c(=O)c12,90.7,90.2,94.6,100.7,106.5,104.0,95.7,·
CC(=O)CCC(=O)OCc1cc(=O)c(O)co1,102.5,99.0,94.6,110.5,103.0,113.4,110.7,95.5

# Following part:
SMILES,BT-549,MCF7,LOX IMVI,MDA-MB-231,HS 578T,SK-MEL-2,T-47D,MALME-3M
COc1ccc(NC(=O)COc2ccc(/C=C3/Oc4cc(OC)ccc4C3=O)cc2)cc1,85.0,93.8,94.3,96.0,95.8,101.0,96.1,109.5
CCCCCCCOC(=O)c1ccc(C(C)C)cc1,102.0,93.1,91.2,108.5,103.9,105.9,88.7,95.0
COc1cc(Cn2nc(-c3cc(OC)c(OC)c(OC)c3)c3c2CCc2cnoc2-3)cc(OC)c1OC,94.9,88.8,88.4,67.4,·,99.8,73.2,110.1
c1ccc([C@@H]2C[C@@H]3Cc4ccc5ccccc5c4N2O3)cc1,95.8,100.2,101.7,87.4,·,104.6,94.3,·
CCOC(=O)C1=C(CCl)N(C)C(=O)NC1c1ccc2c(c1)OCO2 (stereo unspecified),37.8,51.8,40.9,65.3,50.0,58.8,35.6,65.0
COc1ccc(C)cc1NC(=O)Nc1sc2cc(O)ccc2c1C(N)=O,69.0,40.3,84.7,99.3,102.9,86.5,72.1,77.4
CC(=O)O[C@H]1C[C@@]2(C)[C@@H](C/C(=N\O)[C@H]3[C@@]4(C)CC/C(=N\O)[C@@H](C)[C@@H]4CC[C@@]32C)/C1=C(\CCC=C(C)C)C(=O)O,101.5,92.0,89.8,103.8,95.8,90.8,105.5,96.5
CS(=O)(=O)CS(C)(=O)=O,109.1,101.8,102.7,109.1,94.0,106.1,91.6,111.0
COC(=O)C1(CC(=O)/C=C/c2ccccc2)NC(=S)NC(=O)C1C#N (stereo unspecified),124.2,93.8,91.6,93.0,104.2,104.7,114.6,104.6
Cc1cc2nc(C)c(C)nc2cc1C,100.1,90.7,97.2,101.2,108.2,113.2,99.5,108.8
N/C(=N\C(N)=N\c1nc2ccccc2s1)c1ccc(Cl)nc1,112.1,76.7,98.6,98.1,116.1,111.0,91.2,114.8
O=C(Nc1ccc(Cl)cc1)N1CCN(C(c2ccc(F)cc2)c2ccc(F)cc2)CC1,97.9,73.5,70.7,84.7,97.7,94.3,59.9,78.7
CC(C)c1sc(NC(=O)c2cc(NC(=O)c3cc(NC(=O)c4cscn4)cn3C)cn2C)nc1C(=O)NCCCN(C)C,-7.4*,24.5,-94.0*,-33.3*,23.3,-79.4*,13.0,-51.7*
c1ccc(-c2nn[nH]n2)c(-c2ccc(CN3CCN(c4nsc5ccccc45)CC3)cc2)c1,106.1,85.6,102.1,88.6,104.7,120.1,68.7,108.1
CC1=C/C(=N\N=C2/C=C(C)CC(C)(C)C2)CC(C)(C)C1,111.9,102.0,100.0,106.0,103.1,107.1,97.3,96.4
Cc1c(-c2cnc3ccc(F)cc3c2C(=O)O)nnn1-c1ccc(Cl)cc1,88.8,99.8,99.8,101.0,113.5,101.2,92.1,110.0
Oc1ccccc1-c1nc(-c2ccccc2)cn2ccnc12,82.5,30.5,61.4,46.9,64.8,96.5,32.2,131.5
Cc1ccc(S(=O)(=O)Nc2cc(C)nc3ccccc23)cc1,98.8,61.2,74.0,81.6,72.1,78.6,62.0,87.2
COc1ccc(-c2cc(-c3ccc(Nc4ncnc5cc(Cl)ccc45)cc3)nc(N3CCCCC3)n2)cc1OC,117.0,94.1,94.4,96.2,106.2,101.5,97.9,98.1
O=C1Nc2ccccc2/C1=C/c1cn(C(=O)c2c(Cl)cccc2Cl)c2ccccc12,51.7,22.9,48.4,55.1,64.7,39.9,47.7,116.8
Cn1ccc(Nc2nccc(Oc3ccc(C(=O)Nc4cccc(F)c4)c(Cl)c3)n2)c1,80.5,85.9,91.9,99.0,96.9,58.0,38.8,94.6
COc1cnc2c(c1)C(=O)c1c-2n(CCCNCCO)c(=O)c2cc(OC)c(OC)cc12,40.7,5.8*,-78.0*,19.2,105.3,104.0,10.1,49.0
CC(C)=CCC/C(C(=O)O)=C1/[C@@H](O)C[C@@]2(C)[C@H]1C[C@@H](O)[C@H]1[C@@]3(C)CC[C@@H](O)[C@@H](C)[C@@H]3CC[C@@]12C,79.2,92.2,98.1,97.1,99.8,101.9,105.7,93.9
COc1cc(CNC(=O)/C=C/c2ccc3c(c2)OCO3)ccc1OCc1cn(-c2ccc(Br)cc2)nn1,68.1,78.2,·,·,·,112.0,70.8,84.5
Cc1ccc(S(=O)(=O)NN(Cc2ccccc2)Cc2ccccc2)cc1,107.9,97.1,96.2,94.4,94.5,121.5,100.0,115.5

# 3 neighbouring records from above, for reference:
SMILES,BT-549,MCF7,LOX IMVI,MDA-MB-231,HS 578T,SK-MEL-2,T-47D,MALME-3M
COc1ccc(NC(=O)COc2ccc(/C=C3/Oc4cc(OC)ccc4C3=O)cc2)cc1,85.0,93.8,94.3,96.0,95.8,101.0,96.1,109.5
CCCCCCCOC(=O)c1ccc(C(C)C)cc1,102.0,93.1,91.2,108.5,103.9,105.9,88.7,95.0
COc1cc(Cn2nc(-c3cc(OC)c(OC)c(OC)c3)c3c2CCc2cnoc2-3)cc(OC)c1OC,94.9,88.8,88.4,67.4,·,99.8,73.2,110.1

# New compounds follow.
SMILES,BT-549,MCF7,LOX IMVI,MDA-MB-231,HS 578T,SK-MEL-2,T-47D,MALME-3M
CC(=O)OCC1OC(OC(C)=O)C(NC(=O)OCc2ccccc2)C(OC(C)=O)C1OC(C)=O (stereo unspecified),89.5,88.6,99.8,·,90.3,109.8,·,105.2
COc1ccc2c(ccc[n+]2C)c1,112.5,96.1,105.0,101.2,80.2,102.6,102.2,109.8
CCCCCCCC12Cc3ccccc3C1=Nc1c(c3ccccc3n1C)C2=O (stereo unspecified),108.1,80.2,87.8,82.4,·,·,72.4,95.2
N#Cc1nc(-c2ccc(F)cc2)oc1S(=O)(=O)N1CCOCC1,98.5,30.4,8.4*,83.2,123.0,83.6,-6.5*,2.0*
Cc1ccc(S(=O)(=O)c2nc(-c3ccc(F)cc3)oc2S(C)(=O)=O)cc1,43.0,33.6,-68.8*,65.0,90.6,86.3,60.8,-45.6*
COc1cc(-c2nn(-c3ccc(Cl)cc3Cl)cc2CO)ccc1O,100.1,90.8,93.5,88.0,90.7,110.8,99.6,106.3
COc1cc(NC(C)=O)c2ncccc2c1NC(C)=O,·,101.1,96.2,101.5,114.8,102.4,91.9,115.6
COC(=O)c1cccc2ccccc12,103.4,98.4,99.9,100.5,97.5,97.8,90.4,113.5
Nc1ccc(/C=C/c2ccc([N+](=O)[O-])cc2S(=O)(=O)O)c(S(=O)(=O)O)c1,114.7,109.5,105.2,117.7,111.1,116.8,100.5,95.8
O=C(NO)c1ccc(Cn2ccc3c(Nc4ccccc4)ncnc32)cc1,27.4,14.0,-91.9*,-30.6*,9.3*,8.7*,-8.2*,-4.4*
CCOC(=O)C1=C(C)N=C2SC=C(c3ccccc3)N2[C@H]1c1cn[nH]c1-c1ccccc1,88.9,92.5,89.8,80.1,84.1,87.0,84.1,108.3
CCOC(=O)C1=CC(=O)N2C(=NC(=O)C2CC(C)C)S1 (stereo unspecified),95.3,92.3,94.4,93.4,101.8,108.2,92.5,95.6
CNc1ccc(N=O)cc1,87.4,89.5,95.0,91.0,97.6,95.9,·,113.0
Brc1c2cccnc2n2nnc3ccccc3c12,77.2,60.4,63.4,79.0,67.1,97.9,73.6,109.7
COc1cc([C@H]2OC[C@H]3[C@@H]2CO[C@@H]3c2ccc(O)c(OC)c2)ccc1O,68.5,96.1,10.0*,65.2,106.6,95.3,97.2,106.1
COc1ccc(NCc2cccn2Cc2ccc(Cl)cc2)cc1,95.5,95.5,77.3,92.7,109.5,106.6,93.0,110.7
CCC(/C=C\C(C)=O)CC,102.6,104.7,97.4,102.7,101.9,112.5,100.5,98.4
O=C(O)CNC(=O)CCc1nc2c(=O)[nH]c(=S)[nH]c2[nH]c1=O,108.0,94.9,100.9,106.6,107.4,106.1,101.9,100.2
COc1ccc(-n2ncc3c4[nH]c(=O)c(S(=O)(=O)c5ccccc5)cc4ccc32)cc1,109.1,99.5,112.0,93.8,98.3,106.2,101.9,110.3
c1ccc(CN2CCCNCC2)cc1,101.4,91.7,91.5,98.7,105.6,98.8,93.0,100.1
C=CCOc1c(C(C)C)cc(C(N)=O)cc1C(C)C,·,92.0,92.7,112.8,106.5,100.8,81.1,111.2
O=C1c2ccccc2C23C(=C(Br)c4ccccc42)CCCCN13 (stereo unspecified),107.4,97.8,96.4,96.8,112.2,103.0,95.9,100.3

# Pulled by structure from above, 3 records:
SMILES,BT-549,MCF7,LOX IMVI,MDA-MB-231,HS 578T,SK-MEL-2,T-47D,MALME-3M
COC(=O)c1cccnc1Nc1ccc(N2C(=O)c3ccccc3C2=O)cc1,103.2,91.7,89.7,99.7,105.9,106.1,95.0,110.8
CN(C)c1ccc(/C=C\C2=[N+](C)c3ccccc3C2(C)C)cc1,-4.1*,3.9*,16.1,23.0,9.8*,-3.9*,0.6*,20.8
Oc1ccccc1-c1nc(-c2ccccc2)cn2ccnc12,82.5,30.5,61.4,46.9,64.8,96.5,32.2,131.5

# High-throughput results deposited in PubChem BioAssay by NCI.

# This is a random part of the collection; 11% or so of the library scored in one or more.
